High-throughput results as filed in PubChem BioAssay.
GSIS activator: GLuc luminescence reporter in INS-1E cells, primary screen for activators of glucose-dependent secretion of insulin; INS-1E GLuc reporter insulin secretion, 2-3 h; activation, % at 16.6 µM; 370,000 compounds, 0.61% hits; AID 743287, 2014;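 active = lowest replicate activation of at least 40%, so every replicate reaches that level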;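 note: 0% = median of neutral control wells and 100% = median of IBMX positive control wells; some compounds called inactive have numbers as strong as hits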
FN deposit inh: inhibitors of fibronectin matrix deposition, primary screen, AH1F cells, Alexa488-fibronectin fluorescence, plate reader; AH1F fibroblasts, overnight; inhibition, % at 12.6 µM; 350,000 compounds, 0.086% hits; AID 743247, 2014;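 active = mean inhibition across replicates of 30% or more, regardless of how many single replicates reach that level; inconclusive = mean under 30% yet at least half of replicates reach 30%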;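 note: positive control wells lacked labelled fibronectin entirely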
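Material: AH1F fibroblast monolayer depositing Alexa488-labelled fibronectin into matrix / Amount: 10000 AH1F cells per well / Signal: fluorescence 485/525 nm / Medium: DMEM, 2% serum / Compound: single dose, pinned / Incubation: 1 h cell adhesion before compound, then overnight fibronectin incubation / Reagent: Alexa488-FN, 24 nM final / Read-out: inhibition of fibronectin deposition signal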
miR122 inh: miR-122 Renilla sensor signal increase in Huh7, primary screen, miR-122 inhibitor project, cell-based, single point, plate reader | Huh7 miR-122 Renilla luciferase sensor, 48 h; neutral wells = 0, positive control = 100 | activation (reporter increase), % at 12.5 µM | 340,000 compounds, 0.3% hits | AID 602342, 2012;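 active = mean replicate activation score at least 90 and every replicate individually at or above 90; inconclusive = only one of the two criteria met; inactive = neither criterion met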;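 note: higher luciferase means less miR-122 activity so hits act as miR-122 inhibitors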
DENV2 CPE rescue: inhibitors of DENV2 cytopathic effect, primary screen, cell-based, plate reader, single concentration | 350,000 compounds, 1.7% hits | AID 651640, 2012 | CPE inhibition, % at 9.99 µM | DENV2-infected cells, cytopathic effect rescue; in the data active = CPE inhibition above about 20%, passing the limit was not always enough; inconclusive = no clear call, values can overlap the other calls; tested in BHK-21 cells;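 note: 0% = median of neutral control wells and 100% = median of positive control wells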
PAX8 inh HTS: inhibitors of PAX8-driven TPO luciferase reporter, primary screen, RMG-I cells, single concentration | 360,000 compounds, 1.2% hits | SteadyGlo, 24 h | inhibition, % at 12.6 µM;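 active = mean replicate inhibition at least 60% with every replicate also reaching 60%; inconclusive = only one of the two criteria is met; inactive = mean below 60% and not all replicates reaching 60%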;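 note: luciferase light reporting Pax8 driven TPO promoter activity; plate controls were median of neutral control wells for no effect and mitoxantrone controls for full effect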
F508del corr: F508del CFTR correction, initial screen, CFBE line, single point | CFBE cells, YFP halide quenching; stimulated with forskolin plus potentiator P3; % fluorescence drop versus neutral controls | activity (quench increase), % at 7.58 µM | 350,000 compounds, 0.36% hits | AID 720511, 2013;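 active = mean added fluorescence quench of at least 8% versus neutral control, with both replicates also reaching 8%; inconclusive = only one of the mean or replicate conditions met; inactive = mean below 8% and not both replicates reaching 8%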;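 note: cells transiently co-express mutant CFTR-F508del with the halide-sensitive YFP; corrector assay measuring rescue of mutant channel to the surface after 24 h compound exposure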
EWS-Fli inh: EWS/Fli-driven NR0B1 reporter inhibitors, primary screen, A673 cells, NR0B1 luciferase, luminescence, MLPCN library. viability-normalised. inhibition, % at 12.6 µM. 350,000 compounds, 0.67% hits;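 active = mean inhibition of at least 50% after viability correction, with every replicate also passing that limit; inconclusive = mean reaches 50% but only one of two replicates passes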;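 note: firefly luciferase signal divided by Alamar Blue viability fluorescence both relative to DMSO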
* hit, by the source's call; ? = inconclusive; . = no result given; & = joins results of further samples; [ ] = remark or other dose.

SMILES	GSIS activator	FN deposit inh	miR122 inh	DENV2 CPE rescue	PAX8 inh HTS	F508del corr	EWS-Fli inh
O=C(Nc1cccnc1)c1cccc([N+](=O)[O-])c1	11.6	-12.4	.	1.8	6.8	1.9	-7.6
COc1cccc(-c2ncc3ccccc3c2COC(=O)c2cccc(Br)c2)c1	13.3	-1.9	-4.7	-1.6	-12.2	1.1	-21.5
COc1cc(C(=O)NC(=S)N2CCN(C)CC2)cc(OC)c1OC	16.0	-4.9	-1.7	-10.3	1.7	-1.8	0.6
Brc1ccc(-c2csc(N3CCc4ccccc4C3)n2)cc1	.	-15.4	-12.1	.	17.6	.	.
COc1ccc2c3c(n(C)c2c1)[C@H](CO)NCC31CCN(S(=O)(=O)c2cccc(C)c2)CC1	-22.2	-0.6	.	4.9	.	2.7	0.1
O=C(Nc1c[nH]c(=O)[nH]c1=O)c1cccc([N+](=O)[O-])c1	17.1	-2.2	1.8	-1.6	-2.2	1.4	8.3
Cc1nnc2c(SC(C)C)nc3ccccc3n12	-9.0	2.9	.	-2.2	21.1	-12.5	10.8
Cc1nc(SCC(=O)c2ccc(F)c(F)c2)[nH]c(=O)c1Oc1ccc(F)cc1	7.6	-11.6	.	11.0	-16.4	-2.5	10.1
Cc1ccc(OCc2nnc(SCc3cc(=O)[nH]c4ccccc34)n2-c2ccccc2)cc1	-38.2	-9.7	.	60.3*	12.3	-0.6	9.5
O=C(NC1CCCC1)[C@@H]1[C@@H](CO)[C@@H]2Cn3c(ccc(-c4cccc(F)c4)c3=O)[C@H]1N2	10.1	.	7.0[16.7 µM]	1.6	-4.0	3.4	2.2
COc1ccc(CN2CCC(C)(Oc3cccc(F)c3)C2)c2ccccc12 (stereo not drawn)	.	3.4	-3.9	-13.2	18.2	0.1	11.5
Clc1cccc(NCc2ccccc2)n1	11.5	0.8	.	-1.3	-17.0	0.9	-16.8
CC(=O)N1CCCC(N2CCN(c3cccc(C(F)(F)F)c3)CC2)C1 (stereo not drawn)	3.9	-1.9	-4.8	10.9	-11.8	-1.0	0.8
COc1ccc(N2CCN(C(CNC(=O)C(C)(C)C)c3cccnc3)CC2)cc1 (stereo not drawn)	7.4	-2.3	-4.9	0.8	1.9	-6.6	-2.5
COc1ccc(Oc2ccc(C(F)(F)F)cc2NC(=O)c2ccc(F)cc2)cc1	-6.7	8.2	-4.8	11.3	26.9	-1.2	10.1
COC(=O)/C(=N\Nc1ccccc1)Sc1nnc(-c2ccc(OC)cc2)n1C	10.2	-1.9	.	.	-11.9	.	.
Cn1nnc(NC(=O)C(c2ccccc2)c2ccccc2)n1	.	9.1	0.2	.	8.9	.	.
CCCN1CCN(C(=O)C2CCN(c3nnc(C)c4c(C)n(-c5ccc(C)cc5)nc34)CC2)CC1	-22.9	-10.4	.	2.0	46.9	0.8	.
C[C@H]1CCCCO[C@H](CN(C)Cc2ccncc2)[C@@H](C)CN([C@@H](C)CO)C(=O)c2cc(NC(=O)c3ccncc3)ccc2O1	1.9	0.3	4.8[16.7 µM]	1.5	-12.5	-1.3	.
Cc1cccc(N2CC(C(=O)Nc3cccc(S(=O)(=O)N4CCCCC4)c3)CC2=O)c1C (stereo not drawn)	-60.1	-2.6	-9.0	-5.4	19.6	-2.4	16.1
COc1cc(CCC(=O)Nc2cccc(C(F)(F)F)c2)cc(OC)c1OC	-1.0	-5.1	.	.	-2.0	.	.
Nc1n[nH]c(C(F)(F)F)c1-c1ccccc1	-10.7	.	0.3	16.3	0.6	1.3	14.8
O=C(NCCN1CCCC1)c1ccc(Cl)cc1	9.1	7.8	2.6	2.1	-14.0	.	-7.2
CC(C)(C)c1ccc(N2C(=O)CC(C/C=C/c3ccccc3)C2=O)cc1 (stereo not drawn)	-6.3	-9.5	4.9	-3.9	-6.9	0.9	-6.9
Cc1cccc(NC(=O)CN2C(=O)N/C(=C/c3cc(C)n(-c4cccnc4)c3C)C2=O)c1	-7.3	5.3	.	-0.5	-0.7	-2.0	-5.2

An excerpt from above in order of length of the SMILES, ascending:
SMILES	GSIS activator	FN deposit inh	miR122 inh	DENV2 CPE rescue	PAX8 inh HTS	F508del corr	EWS-Fli inh
O=C(NCCN1CCCC1)c1ccc(Cl)cc1	9.1	7.8	2.6	2.1	-14.0	.	-7.2
COc1cc(C(=O)NC(=S)N2CCN(C)CC2)cc(OC)c1OC	16.0	-4.9	-1.7	-10.3	1.7	-1.8	0.6
COC(=O)/C(=N\Nc1ccccc1)Sc1nnc(-c2ccc(OC)cc2)n1C	10.2	-1.9	.	.	-11.9	.	.

Exported with values under each structure: entries from further up
Sequence of screens: GSIS activator	FN deposit inh	miR122 inh	DENV2 CPE rescue	PAX8 inh HTS	F508del corr	EWS-Fli inh
COc1ccc(Oc2ccc(C(F)(F)F)cc2NC(=O)c2ccc(F)cc2)cc1
  -6.7	8.2	-4.8	11.3	26.9	-1.2	10.1
COC(=O)/C(=N\Nc1ccccc1)Sc1nnc(-c2ccc(OC)cc2)n1C
  10.2	-1.9	.	.	-11.9	.	.
Cn1nnc(NC(=O)C(c2ccccc2)c2ccccc2)n1
  .	9.1	0.2	.	8.9	.	.
CCCN1CCN(C(=O)C2CCN(c3nnc(C)c4c(C)n(-c5ccc(C)cc5)nc34)CC2)CC1
  -22.9	-10.4	.	2.0	46.9	0.8	.
C[C@H]1CCCCO[C@H](CN(C)Cc2ccncc2)[C@@H](C)CN([C@@H](C)CO)C(=O)c2cc(NC(=O)c3ccncc3)ccc2O1
  1.9	0.3	4.8[16.7 µM]	1.5	-12.5	-1.3	.
Cc1cccc(N2CC(C(=O)Nc3cccc(S(=O)(=O)N4CCCCC4)c3)CC2=O)c1C (stereo not drawn)
  -60.1	-2.6	-9.0	-5.4	19.6	-2.4	16.1
COc1cc(CCC(=O)Nc2cccc(C(F)(F)F)c2)cc(OC)c1OC
  -1.0	-5.1	.	.	-2.0	.	.

Going on with the list:
SMILES	GSIS activator	FN deposit inh	miR122 inh	DENV2 CPE rescue	PAX8 inh HTS	F508del corr	EWS-Fli inh
Cc1noc(C)c1NC(=O)N(C)C[C@@H]1Oc2ccc(NS(C)(=O)=O)cc2C(=O)N([C@@H](C)CO)C[C@H]1C	-1.1	.	0.6[16.7 µM]	-1.7	.	1.9	-6.6
CO[C@H](CN(C)S(=O)(=O)c1ccc(F)cc1)[C@@H](C)CN([C@@H](C)CO)S(=O)(=O)c1cccc(Cl)c1	-12.7	-5.3	.	0.5	.	0.4	4.6
O=S(=O)(c1ccc(Cl)cc1)N1[C@@H]2CNC[C@H]1C2c1ccc(-c2cccc(F)c2)cc1 (stereo partly drawn)	1.9&7.4	-14.6&-15.7	.	-8.5&8.2	-0.5	0.1&-1.7	-4.7
Cc1cccc2cccnc12	3.8	.	-2.5	-6.2	.	1.1	-12.6
COc1ccc(OC)c(NC(=O)CSc2nc(=O)n(CCN3CCOCC3)c3c2CCC3)c1	7.8	6.7	1.4	-4.9	3.5	3.7	8.4
CC(=O)c1ccc(NC(=O)CSc2nc(=O)n3cccc(C)c3n2)cc1	3.9	5.9	-0.9	?	-1.8	1.2	-10.0
CN1CCN(c2ncnc3c2ncn3[C@H]2CN(C)C[C@@H](CO)O2)CC1	-8.1	11.9	-1.5	?	-19.2	0.6	-4.6
Cc1ccc(C(=O)NC23CC4CC(CC(C4)C2)C3)c(Cl)c1	-15.0	-3.0	-0.9	-0.5	-12.2	0.0	-33.7
O=C(NCc1ccccc1F)[C@H]1[C@H](CO)[C@H]2Cn3c(cccc3=O)[C@H]2N1C(=O)CC1CC1	25.9	.	-4.7[16.7 µM]	?	-4.6	-1.8	-1.4
O=C(c1ccc2c(c1)N(Cc1ccccc1F)C(=O)c1ccccc1S2)N1CCOCC1	10.5	4.3	.	-0.4	10.8	0.8	-10.5
CCOC(=O)c1ccc(Nc2sc(C(=O)c3cccc([N+](=O)[O-])c3)c(N)c2C#N)cc1	-12.7	1.8	.	5.3	-8.3	11.6*	0.4
